Screening data: PubChem BioAssay, NCI
Growth percent in the NCI-60 one-dose screen (48 h, 10 µM unless noted): 100 = growth as untreated, 0 = no growth, -100 = all killed.
HL-60(TB) – HL-60(TB) leukemia cells; 9% of 78,000 active; AID 1794776; active = growth percent below 10
* = called active by the depositor; & = joins results of further samples; ! = not active in a repeat.

| smiles | HL-60(TB) |
| --- | --- |
| CCOC(=O)C(O)c1ccc(OCc2ccccc2)cc1 (stereo unspecified) | 59 |
| CC1(C)CC[C@]23CC[C@]4(C)[C@H](CC[C@@H]5[C@@]6(C)CC[C@H](N)C(C)(C)[C@@H]6CC[C@]54C)[C@H]2[C@H]1OC3 | -38* |
| O=C(c1ccc(Br)cc1)C(Br)C(c1ccccc1)C(c1ccccc1)[N+](=O)[O-] (stereo unspecified) | 102 |
| c1cnc2cc3sc4ncccc4c3nc2c1 | 100 |
| Cn1c(O)c(C(/C=C/c2ccccc2)=NCCN=C(/C=C/c2ccccc2)c2c(O)n(C)c(=O)n(C)c2=O)c(=O)n(C)c1=O | 38 |
| O=C1COCCN1c1ccc(NCc2cn(C(=O)c3ccc(Cl)cc3)c3ccccc23)cc1 | 91 |
| CC(=O)Nc1ccc(-c2cn(-c3cccc(C(=O)Nc4cc(CN5CCOCC5)cc(C(F)(F)F)c4)c3)nn2)cn1 | -54* |
| O=C1CCC(Nc2ccc(F)cc2)N1 (stereo unspecified) | 91 |
| C#CCn1c(-c2cc(OC)c(OC)cc2Br)nc(-c2ccccc2)c1-c1ccccc1 | 25 |
| C=CCC1(C(C)CCC)C(=O)NC(=S)N(C)C1=O (stereo unspecified) | 98 |
| NNS(=O)(=O)c1ccc(C(=O)O)cc1 | 86 |
| COc1ccc(-c2cc(=O)c3c(O)cc(O)cc3o2)cc1 | 103&73 |
| CC1(C[N+](=O)[O-])CCCC(=O)C1 (stereo unspecified) | 100 |
| Cc1ccc(Cc2c(C=O)nc(N)[nH]c2=O)c2ccccc12 | 36 |
| COc1ccc(-c2noc(N)c2-c2cc(OC)c3c(c2)OCO3)cc1 | -29* |
| O=C(NO)c1ccc(CNc2nc(-c3ccccc3)c3ccccc3n2)cc1 | -4.1* |
| O=C(O)C1Oc2ccccc2C1c1ccccc1 (stereo unspecified) | 110 |
| CC(C)(Sc1cc(C(C)(C)C)c(O)c(C(C)(C)C)c1)Sc1cc(C(C)(C)C)c(OC(=O)CCC(=O)O)c(C(C)(C)C)c1 | 56 |
| O=C(Nc1ccc(F)cc1)Nc1cccc2ccccc12 | 97 |
| COc1ccc(C(=O)c2cc(C)c(OC)c(C)c2)c(OC)c1OC(=O)C(Cl)Cl | -36* |
| ClC1=C2NC=NC2n2c(nnc2-c2ccc(Cl)cc2)N1 (stereo unspecified) | 118 |
| CCNC12CCCCC1(O)Oc1ccccc12 (stereo unspecified) | 98 |
| ON=C1CCCCCCC1 | 102 |
| O=C1/C(=C\c2ccc[nH]2)c2ccccc2N1c1ccccc1 | 94 |
| CCOC(=O)c1cc(OC(C)=O)c2ccc(OC)c(OC)c2c1 | 82 |
| C[C@H]1[C@H]2C3=CC[C@@H]4[C@@]5(C)CC[C@H](NCO)C(C)(C)[C@@H]5CC[C@@]4(C)[C@]3(C)CC[C@@]2(CO)CC[C@@H]1C | 57 |
| CC1(C)CC(=O)c2c(nn(-c3ccc(Br)cc3)c2-c2cn(-c3ccccc3)nc2-c2ccccc2)C1 | 98 |
| CCOc1ccc(NC(=O)CSc2nn3c(=O)c(C(C)(C)C)nnc3s2)cc1 | 91 |
| CCn1cc(CNc2ccc(C(=O)Nc3cc4cc(OC)c(OC)cc4c(C)n3)cc2)cn1 | 33 |
| Nc1nc(C(=O)NNC(=O)Nc2ccc(Cl)cc2)nn1-c1ccc(S(N)(=O)=O)cc1 | 101 |
| O=C(Nc1nn(-c2ccc(Cl)cc2Cl)nc1-c1ccccc1)c1ccccc1 | 84 |
| O=C(NOC1OC(CO)C(O)C(O)C1O)Nc1ccccc1 (stereo unspecified) | 74 |
| Cc1nnc(/N=C2\NC(=O)/C(=C/c3ccc(Cl)cc3Cl)S2)s1 | 97 |
| OCC[P+](c1ccccc1)(c1ccccc1)c1ccccc1 | 83 |
| CCOC(=O)C(Cc1ccc(OC)c(OC)c1Br)(NC(C)=O)C(=O)OCC | 111 |
| Oc1cccc(-c2nc(-c3n[nH]c(=S)o3)cc3c2[nH]c2ccccc23)c1 | 104 |
| COc1ccc(C2C(C#N)=C(N)Oc3cc(O)ccc32)cc1OC (stereo unspecified) | 94 |
| Cn1c2ccccc2c2c3c(=O)[nH]c(N)nc3c3c4ccccc4n(CCCCCC#N)c3c21 | 74 |
| COc1cc(Cl)cc(-c2nn(C(=O)NCCN3CCN(C)CC3)cc2-c2ccncc2)c1 | 91 |
| CC(=O)c1ccc(NC(=O)CSc2nc3[nH]c(=O)n(C)c(=O)c3[nH]2)cc1 | 104 |

Sorted by molecular weight (rising): 3 of the compounds above.
| smiles | HL-60(TB) |
| --- | --- |
| OCC[P+](c1ccccc1)(c1ccccc1)c1ccccc1 | 83 |
| Oc1cccc(-c2nc(-c3n[nH]c(=S)o3)cc3c2[nH]c2ccccc23)c1 | 104 |
| Cc1nnc(/N=C2\NC(=O)/C(=C/c3ccc(Cl)cc3Cl)S2)s1 | 97 |

Remaining list, next part
| smiles | HL-60(TB) |
| --- | --- |
| Cc1ccc(-c2cnc3sc(C(=O)NN)c(C)n23)cc1 | 98 |
| CNc1c(C)cccc1C | 131 |
| O=CCc1ccccc1 | 107&92 |
| O=S(=O)(O)c1ccc2ccccc2c1O | 104 |
| CC1(C2CCCC2)NC(=O)NC1=O (stereo unspecified) | 92 |
| OC(c1cccc(OCc2ccccc2)c1)c1nnc(-c2ccccc2)o1 (stereo unspecified) | 96 |
| C=CCOC(=O)OCCO | 84 |
| C1CC2NCCC3NCCC(N1)N32 (stereo unspecified) | 194 |
| c1ccc2c(c1)nc(-c1ccc3c(c1)OCO3)c1cccn12 | 87 |
| CC1=N/C(=C\c2ccc(Cl)cc2)C(=O)N1CCc1ccc(S(N)(=O)=O)cc1 | 93 |
| CCN1Cc2c(/C=C/c3ccccc3)nc3ccc(OC)cc3c2N(c2cccc(Cl)c2)C1 | 24 |
| CC(=O)OCC(=O)[C@@]1(O)CC[C@H]2[C@@H]3CC=C4C=C(OCc5ccccc5)CC[C@]4(C)[C@H]3C(=O)C[C@@]21C | 122 |
| CCCCCOC(=O)c1c(C)[nH]c(/C=C2\N=C(c3ccc[nH]3)C=C2OC)c1C | -15* |
| Cc1ccc(Cl)cc1NN | 17 |
| COc1cc(/C=N/NC(=O)c2cnn3c2NC(c2ccccc2)C3)cc(OC)c1OC (stereo unspecified) | 81 |
| CCCCOc1nc2cc(Cl)ccc2cc1-c1cc(-c2ccc(F)cc2)nc(-c2ccc(F)cc2)c1 | 101 |
| O=Cc1cccnc1 | 94 |
| CCN(CC)Cc1cc2[nH]c3c4ccc(Cl)cc4ncc3c2cc1OC | -72*! |
| COc1ccc(/C=C/c2noc(/C=C/c3ccc(OC)c(OC)c3)n2)cc1OC | 89 |
| CCC1(CC)C(=O)N(c2ccccc2)C(=N)N(c2ccccc2)C1=O | 117 |
| COc1ccc(-c2cc(OC)c(OC)cc2-c2nc(-c3ccccc3)c(-c3ccccc3)n2Cc2ccccc2)cc1OC | 39 |
| C(=C\c1cnc2ccccc2n1)/c1ccc2c(c1)OCO2 | 90 |
| COc1ccc(C(=O)CSc2nccc(Nc3cccc(C(C)=O)c3)n2)cc1 | 96 |
| CC1=NN(c2ccc(N)cc2)C(=O)C1 | 73 |
| N#Cc1ccccc1NC(=O)Nc1ccc(Cc2ccc(NC(=O)Nc3ccccc3C#N)cc2)cc1 | 99 |
| CCC1CCCCN1C(=O)OCC(C)C (stereo unspecified) | 85 |
| CCCCSc1nc(C(=O)O)cc(=O)[nH]1 | 104 |
| c1ccc(-c2oc3ncn4nc(-c5cccnc5)nc4c3c2-c2ccccc2)cc1 | 98 |
| O=C(Nc1cccc(C(=O)O)c1)Nc1nc2ccccc2s1 | 99 |
| CN(C)C(OCCCC(=O)O)C(Cl)(Cl)Cl (stereo unspecified) | 111 |
| CN(C)/C=C1\Sc2ccc3nsnc3c2N(C)C1=O | 105 |
| Cc1cc(O)cc(C)c1SC#N | 24 |
| O=c1c2cccc3c(Nc4ccc(F)cc4)ccc(c32)c2nc3ccccc3n12 | 124 |
| N#CCc1c(Cl)ccc(Cl)c1Cl | 92 |
| COc1ccc(C(=O)CSc2nc(-c3cnccn3)cc(-c3cccs3)c2C#N)cc1 | 114 |
| COc1ccc(-c2cc(C(=O)N=Nc3c(O)[nH]c4ccccc34)c3ccccc3n2)cc1 | 56 |
| CCOC(=O)c1sc2ncc(-c3ccc(C)cc3)n2c1C | 75 |
| CCOC(=O)C1C(=O)C=C(c2ccc3c(c2)OCO3)CC1c1sc(N(C)Cc2ccccc2)nc1Cl (stereo unspecified) | 93 |
| COc1cc(OC)nc(NC(=O)CNc2nnc(-c3cccnc3SCc3ccccc3)s2)n1 | 98 |
| O=C(CC(=O)c1ccc(F)cc1)Nc1ccccc1C(=O)O | 102 |
| NNC(=O)c1ccc([N+](=O)[O-])cc1 | 93 |
| CCN1C(=O)N(CC)C2Nn3c(s/c(=C4\C(=O)N(CCC(C)C)c5ccccc54)c3=O)=NC21 (stereo unspecified) | 83 |
| NC(=O)C(C1=CCCCC1)c1ccccc1 (stereo unspecified) | 92 |
| Cc1nc2ccccc2o1 | 106 |
| CCOC(=O)c1ccc(OC)cc1 | 102 |
| COc1ccccc1NCc1nnc(-c2ccc(Cl)cc2)o1 | 101 |
| COC(=O)/C=C/C(=N/Nc1ccccc1)c1ccccc1 | 92 |
| O=C(O)c1ccc(N2C(=O)/C(=C\c3ccc(-c4ccc(F)cc4)o3)SC2=S)cc1 | 95 |

Part of the list above, field by field:
CCOC(=O)c1ccc(OC)cc1
  HL-60(TB) = 102

COc1ccccc1NCc1nnc(-c2ccc(Cl)cc2)o1
  HL-60(TB) = 101

COC(=O)/C=C/C(=N/Nc1ccccc1)c1ccccc1
  HL-60(TB) = 92

O=C(O)c1ccc(N2C(=O)/C(=C\c3ccc(-c4ccc(F)cc4)o3)SC2=S)cc1
  HL-60(TB) = 95

Reformatted with each value named: entries from further up.
> CCOC(=O)c1ccc(OC)cc1
  HL-60(TB): 102

> COc1ccccc1NCc1nnc(-c2ccc(Cl)cc2)o1
  HL-60(TB): 101

> COC(=O)/C=C/C(=N/Nc1ccccc1)c1ccccc1
  HL-60(TB): 92

Remaining list, next part:
| smiles | HL-60(TB) |
| --- | --- |
| COc1cc(C2CC(c3cc(OC)c(OC)c(OC)c3)=Nc3c(C)nn(-c4ccccc4)c3N2)ccc1Oc1nc2c(c(=O)n(C)c(=O)n2C)n1C (stereo unspecified) | 101 |
| c1ccc(NP2(Nc3ccccc3)=NP(Nc3ccccc3)(Nc3ccccc3)=NP(Nc3ccccc3)(Nc3ccccc3)=N2)cc1 | 109 |
| COc1cc2nncc(SC)c2cc1OC | 60 |
| NC(N)=N/N=C/c1cc([N+](=O)[O-])ccc1O | 69 |
| C#CC(C)(C)OC(C)=O | 101 |
| O=C(O)CC1CC1(Cl)Cl (stereo unspecified) | 103 |
| CCCOC(=O)CCl | 121 |
| CCOC(=O)Cc1ccc(OC)cc1 | 103 |
| COc1cc(/C=C\c2ccc(-c3ccc(-c4ccc(F)cc4)cc3)cc2)cc(OC)c1OC | 76 |
| COC(=O)C(CC(=O)c1ccc(Cl)cc1)c1ccccc1 (stereo unspecified) | 105 |
| C/C(=N/NC(=S)Nc1ccccc1)c1nc2ccc(Cl)cc2[nH]1 | -12* |
| O=c1nc(-c2ccc(Br)cc2)cc(-c2cn(-c3ccccc3)nc2-c2ccc(OCc3ccccc3)cc2)[nH]1 | 104 |
| NC(=O)c1c(NC(=O)Cc2ccc(Cl)cc2)sc2c1CCCC2 | 62 |
| CCCCC(O)(CC(=O)OCC)c1ccccc1 (stereo unspecified) | 99 |
| CCCCN(CCCC)CC(O)c1ccc(F)c2ccccc12 (stereo unspecified) | 87 |
| NS(=O)(=O)c1ccc(-n2nc(C(=O)N/N=C\c3ccc(F)cc3)cc2-c2ccc(Cl)cc2)cc1 | 121 |
| Cc1c(Cl)cccc1NC(=O)c1sc2nc3c(cc2c1N)CCCC3 | 5.6* |
| Cc1ccc(Nc2cc(N)ncn2)cc1 | 122 |
| C#CC(O)(CC)CC | 90 |
| CNc1nc2ncncc2[nH]1 | 83 |
| Nc1cc(C(=O)O)cc(N2C(=O)/C(=C\c3ccc(-c4ccc(Cl)cc4)o3)SC2=S)c1 | 108 |
| CC(C)(C)OC(=O)NCc1ccc(CNc2c([N+](=O)[O-])cnc3ccc(Br)cc23)cc1 | 37 |
| N#Cc1ccc(O)c(C2=NCC(C3CCNCC3)O2)c1 (stereo unspecified) | 89 |
| CN1CCN(Cc2ccc(NC(=O)c3cncc(C#Cc4cnc5ccc(N6CCOCC6)nn45)c3)cc2C(F)(F)F)CC1 | -41* |
| COc1ccccc1O | 83 |
| COC(=O)C1=C(C(C)=O)C(c2ccccc2)C(C#N)=C(N)O1 (stereo unspecified) | 116 |
| Cc1c(C(=O)NCCC(=O)NO)sc2ncnc(Nc3ccccc3)c12 | 104 |
| COc1ccc(/C(C)=N/N=C2C(=O)N(Cc3ccccc3)c3ccccc32)cc1S(N)(=O)=O | 94 |
| CN(C)c1ccc(/C=N/NC(=O)CSc2nc3ccccc3c(=O)n2CCc2ccc(S(N)(=O)=O)cc2)cc1 | 61 |
| NC[C@@H]1O[C@H](O[C@@H]2[C@@H](CO)OC(O[C@@H]3[C@@H](O)[C@H](N)C[C@H](N)[C@H]3OC3O[C@H](CN)[C@@H](O)[C@H](O)[C@H]3N)[C@@H]2O)[C@H](N)[C@@H](O)[C@@H]1O (stereo partly specified) | 95 |
| CCOC(=O)C1=C(C)N2C(=NC3=C(CCC/C3=C\c3ccc(Cl)cc3)C2c2ccc(Cl)cc2)S1 (stereo unspecified) | -11* |
| COc1cc2cc(NCc3cc(Br)c(OCc4ccccn4)c(OC)c3)nc(C)c2cc1OC | 53 |
| CCCC(=O)Nc1ccn(C2OC(CO)C(O)C2O)c(=O)n1 (stereo unspecified) | 100 |
| C/C(Cl)=C\COC1=CC(=O)c2ccccc2C1=O | 73 |
| O=[N+]([O-])c1ccc(N=Nc2c(S(=O)(=O)O)cc3cc(S(=O)(=O)O)ccc3c2O)c([N+](=O)[O-])c1 | 74 |
| CCOC(=O)/C(=C\OC(=O)c1ccccc1)NC(=O)Cc1ccccc1 | 111 |

Not all compounds are listed. The share of hits here may be higher or lower than overall.
